Screens deposited in PubChem BioAssay by several laboratories.
Yfh1-off respiration = mitochondrial function rescue without frataxin homolog – Friedreich's ataxia, plus single-dose screen, dose response (AID 1465). one-dose fold induction at 50 µM; EC50 in µM for titrated hits. S. cerevisiae Yfh1-off respiration, WST-1 reduction, 72 h; higher fold induction means a stronger effect. hit rate 0.074% among 220,000;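 active = fold induction of absorbance versus untreated yeast above a set limit, then at least 30% activation at any dose in follow-up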;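 also: activators that raise dye reduction in frataxin-depleted yeast; strong numbers were not always called active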
Autophagy mod = modulators of autophagy; MEF GFP-LC3 puncta imaging; test concentration mostly 10 µM; calls only at 10 µM (by protocol); hit rate 0.98% among 190,000; AID 463193;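 active = percentage of spot-positive cells more than 3 SD above its plate mean, without a fluorescence outlier flag or 80% toxicity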;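 also: spot-positive cell cutoff set from DMSO-treated cells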
T cell HTS = modulates CD8 T cell binding to vesicles; 2C CD8+ T cell-vesicle binding, flow cytometry; active compounds read low; calls only at 7 µM; hit rate 0.068% among 330,000;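 active = response, share of CD8 T cells binding vesicles, and their 90th percentile fluorescence all below set limits, cut at about 80% in these data, passing the limit was not always enough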
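Read-out – percent CD8+ FL2 mean versus row control · System – murine 2C transgenic CD8+ T lymphocytes · Times – 1.5 h cell–vesicle binding at 37 °C, then 20 min icy labelling · Control set – naked vesicles low, QL9 vesicles with vehicle high · Detection – cytometric PE anti-B7-1 and Alexa647 anti-CD8 signals after 1% paraformaldehyde fixation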
WT yeast gro inh = growth inhibition of WT yeast, mitochondrial fusion screen; mitochondrial fusion phenotypic screen, WT strain; AID 1362; hit rate 2.1% among 190,000; inhibition, % at 10 µM; in the data active = inhibition above about 58%; tested in S. cerevisiae
b-catenin transl = modulators of beta-catenin nuclear translocation | nuclear translocation activity, % at 5 µM | HeLa beta-catenin nuclear translocation, immunofluorescence imaging | hit rate 0.3% among 190,000;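 active = nuclear translocation activity above 50% at 5 µM, with a well cell count of 50 or more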;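 also: per-cell ratio of nuclear to cytoplasmic median beta-catenin stain intensity; plate controls were DMSO negative control for no effect and GSK-3 inhibitor IX positive control for full effect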
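Test system: human HeLa cell line; Doses: 5 µM primary, 0.02–20 µM confirmation; Incubation: 24 h compound exposure, 37°C; Detection: beta-catenin immunofluorescence imaging with DAPI; Read-out: beta-catenin nuclear/cytoplasmic ratio, % activation.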
MT stabilize HCS = microtubule stabilization, imaging screen | % tubulin-high responders, % at 10 µM | hit rate 0.83% among 200,000 | HeLa tubulin immunostaining HCS, 24 h; share of cells brighter than vehicle mean+2SD;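 active = plate Z-score above 3 for both tubulin-high and condensed-nucleus cell shares, with cell loss under 80%, at 10 µM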;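 also: anti alpha tubulin signal scored within the nucleus-defined area of each cell; some results filed as inactive read as strong as hits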
M1AAP inhibition = P. falciparum M1AAP inhibitors, biochemical, fluorogenic H-Leu-NHMec substrate, 1536-well (AID 1445); recombinant M1AAP, H-Leu-NHMec fluorogenic kinetic assay; higher % means a stronger effect; inhibition, % at 30 µM, or IC50 in µM where a hit was titrated; hit rate 0.42% among 220,000;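 active = primary inhibition above the hit cutoff, then over 50% inhibition at one or more dose response concentrations, cut at about 23% in these data, passing the limit was not always enough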;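 also: plate controls were DMSO full reaction for no effect and no enzyme background for full effect; strong numbers were not always called active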
P. falciparum M17LAP = P. falciparum M17LAP inhibitors, primary screen, biochemical, fluorogenic H-Leu-NHMec substrate, 1536-well (AID 1619); one-dose inhibition, % at 30 µM; IC50 in µM for titrated hits; recombinant M17LAP, H-Leu-NHMec fluorogenic kinetic assay; higher % means a stronger effect; hit rate 0.38% among 220,000;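 active = compound inhibiting the enzyme by more than half at any dose during confirmatory dose-response retesting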;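 also: plate controls were full reaction with DMSO carrier for no effect and no enzyme background for full effect; strong numbers were not always called active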
Dynein transport = dynein cargo transport inhibition; AID 1381; z-score, hits read low; 3617.4 mouse cells, GR-EGFP nuclear translocation imaging; test concentration mostly 20 µM; stimulated with dexamethasone, 1 µM; active compounds read low; hit rate 0.47% among 220,000;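 active = plate z-score of nuclear minus cytoplasmic receptor signal below a set negative limit, without overly bright fluorescence or cell loss, cut at about -3.5 in these data, passing the limit was not always enough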;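 also: z-score of nuclear minus cytoplasmic ring GR-EGFP intensity difference per well; some compounds called inactive have numbers as strong as hits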
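Buffer or medium: tetracycline-free induction medium containing charcoal-stripped FBS / Reagent: dexamethasone agonist, 1.0 µM final, for 30 min / Technique: automated 10x imaging of fixed Hoechst-stained cells / Times: induction 48 h, compound 1 h, agonist 30 min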
WT yeast gro inh mutant strain = second read-out of WT yeast gro inh, no call of its own (marks repeat the call); inhibition, %; mitochondrial fusion phenotypic screen, mutant strain inhibition
Dynein transport cytoplasmic EGFP = second read-out of Dynein transport, no call of its own (marks repeat the call); z-score; measured here: cytoplasmic GR-EGFP intensity; active compounds read high
Dynein transport nuclear GR-EGFP = second read-out of Dynein transport, no call of its own (marks repeat the call); z-score; measured here: nuclear GR-EGFP intensity;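 lower value marks the stronger effect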
Dynein transport cell count = further read-out of Dynein transport, marked with its call; z-score; measured here: cell count per field
b-catenin transl cell count 5 µM = recorded beside b-catenin transl, whose call it bears; cell count; measured here: cell count, cytotoxicity flag
T cell HTS vesicle-bound % = also measured in T cell HTS; calls as there; double positive events, %; measured here: CD8+ vesicle-bound cell fraction;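 binding gate set so that unloaded-vesicle control wells show 10% double positive cells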
MT stabilize HCS Hoechst-high % = recorded beside MT stabilize HCS, whose call it bears; % Hoechst-high responders; measured here: nuclear condensation Hoechst responders;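 share of cells brighter than vehicle mean plus two SD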
MT stabilize HCS cytotoxicity % = also measured in MT stabilize HCS; calls as there; toxicity, %; measured here: cytotoxicity by cell density;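 0% = mean cell density of plate MIN control wells and 100% = no cells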
Autophagy mod cell loss 18 h = further read-out of Autophagy mod, marked with its call; toxicity, %; measured here: cell loss, nuclei count;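 cell loss after 18 h compound exposure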
An asterisk follows results filed as active; i = inactive; · = no result given.

SMILES	Yfh1-off respiration	Autophagy mod	Autophagy mod cell loss 18 h	T cell HTS	T cell HTS vesicle-bound %	WT yeast gro inh	WT yeast gro inh mutant strain	b-catenin transl	b-catenin transl cell count 5 µM	MT stabilize HCS	MT stabilize HCS Hoechst-high %	MT stabilize HCS cytotoxicity %	M1AAP inhibition	P. falciparum M17LAP	Dynein transport	Dynein transport cytoplasmic EGFP	Dynein transport nuclear GR-EGFP	Dynein transport cell count
CCN(CC)S(=O)(=O)c1ccc(N2CCCC2)c(C(=O)OCC(=O)N2CCCC2)c1	i	i	19	i	45	-6	5	-4.1	1134	1.5	1.1	1.2	0%	21%	-0.84	-0.2	-0.81	1
COc1cc(NS(=O)(=O)c2ccc(NC(=S)NC(=O)CC(C)C)cc2)nc(OC)n1	i	i	2	i	27	-11	11	0.3	1136	3.0	2.0	8.2	8%	12%	-0.57	-0.22	-0.33	-0.48
COc1ccc(CNc2ccc3c(c2)CCC3)cc1OC	i	i	2	i	49	10	11	·	·	1.0	1.3	17	4%	8%	-0.46	-0.24	-0.4	0.83
COc1cccc2c(=O)cc(C)n(CC(=O)Nc3cccc(C)c3)c12	i	i	21	i	51	-4	-15	-0.1	563	2.7	2.3	8.8	3%	24%	-0.34	-0.24	0.42	0.5
CCCOc1ccc(C(=O)NCC(c2cccs2)N(C)C)cc1 (stereo unspecified)	i	i	21	i	70	13	11	1.7	501	3.0	0.9	5.5	3%	6%	2	-0.18	1.6	-0.96
COc1ccccc1NC(=O)NCCN1CCNC1=O	i	·	·	i	34	·	·	0.9	1018	·	·	·	-1%	-5%	0.16	-0.2	-0.0023	0.36
Cc1cccc(C(=O)NC(=S)NNC(=O)c2ccccc2Cl)c1	i	i	6	i	54	33	39	-1.5	458	3.7	2.2	9.1	-18%	58µM*	-1.4	-0.11	-1.1	1.1
CC(=O)Nc1nnc(COc2ccccc2)s1	i	i	-3	i	59	-14	-14	0.8	978	1.0	1.2	6.4	·	·	-1.4	-0.23	-0.33	0.39
c1ccn2cc(CSC3=NCCS3)nc2c1	i	i	1	i	6	7	-12	-0.7	1141	3.1	1.6	1.6	17%	14%	0.95	-0.18	0.93	0.59
COc1ccc(OC)c(C2C(C#N)=C(N)Oc3c2c(C)nn3-c2cccc(Cl)c2)c1 (stereo unspecified)	i	i	4	i	40	-7	-6	-4.3	814	4.5	2.6	4.8	6%	23%	-0.71	-0.19	-0.14	0.29
NC1=NC(c2ccccc2Cl)n2c(nc3ccccc32)N1 (stereo unspecified)	i	i	-57	i	8	6	-2	1.2	1087	3.2	2.6	8.4	2%	7%	-0.99	-0.34	-0.5	0.82
O=c1c([N+](=O)[O-])cc(C(F)(F)F)cn1Cc1cccc(Cl)c1	i	i	-8	i	36	1	1	·	·	1.8	0.9	0.2	17%	15%	4.1	0.0063	2.2	-2.8
O=c1oc2ccccc2n1Cn1c(=O)oc2ccccc21	i	i	-7	i	10	-10	0	-4.3	1104	2.1	2.1	12	1%	-12%	-0.3	-0.12	0.013	0.53
COc1cccc(CCC(=O)O)c1OC	i	i	2	i	8	15	20	·	·	2.2	1.9	6.6	3%	2%	-0.079	-0.21	0.15	0.21
COc1ccc(NC(=O)Cn2nnc(C(=O)NCc3cccc(OC)c3)c2N)cc1	i	i	11	i	45	10	3	·	·	4.1	3.8	10	3%	2%	-0.17	-0.33	-0.0034	0.21
COc1cccc(N2C(=O)CC(NNc3nc4ccccc4s3)C2=O)c1 (stereo unspecified)	i	·	·	i	48	·	·	1.6	1281	·	·	·	-7%	-12%	1.5	-0.2	1.1	-0.8
CCN(CC)S(=O)(=O)c1ccc(OC)c(-n2cnnn2)c1	i	i	18	i	41	-18	-17	-0.2	932	4.1	2.0	12	·	·	-0.47	-0.26	0.22	0.57
O=S(=O)(c1cc(Cl)ccc1Cl)n1ccnc1	i	i	-7	·	·	-11	-13	2.8	1000	3.2	1.4	11	6%	-9%	1.7	-0.2	1.2	-0.45
O=C(NC1CCCCCC1)C1CCN(S(=O)(=O)c2cnc[nH]2)CC1	i	i	5	i	58	5	5	-1.9	1215	3.3	3.5	2.4	3%	1%	-1.2	-0.24	-0.51	0.94
OCCNc1nc(OCC(F)(F)F)nc(N2CCN(C34CC5CC(CC(C5)C3)C4)CC2)n1	i	i	14	i	40	1	-3	·	·	2.6	1.4	3.6	9%	8%	-0.55	-0.12	0.29	0.74
CCN(CC)S(=O)(=O)c1cccc(-c2nnc(SCc3nnc(-c4ccccc4)o3)n2C)c1	i	i	-27	i	58	·	·	-5.3	1178	3.4	3.2	9.3	1%	5%	0.59	-0.25	0.11	0.83
O=S(=O)(c1ccccc1)c1nc(NCc2cccnc2)sc1Cl	i	i	-10	i	51	5	30	0.9	1016	2.3	1.6	7.8	18%	14%	-1.2	0.33	-0.68	0.86
Cn1c(=O)oc2cc(S(=O)(=O)N3CCCC(C(=O)NCc4ccc5c(c4)OCO5)C3)ccc21 (stereo unspecified)	i	i	-6	i	42	10	-4	·	·	4.4	2.0	9.8	4%	13%	1	-0.16	0.68	-0.65
COc1cc(C(=S)NC2CCCCC2)ccc1O	i	i	-1	i	17	7	-10	1.7	535	3.1	2.7	7.6	2%	7%	0.14	-0.29	-0.28	0.45
COc1ccc(CCNC(=O)C2CCC(CNS(=O)(=O)c3ccccc3)CC2)cc1OC (stereo unspecified)	i	i	18	i	26	8	1	-3.2	1106	2.2	1.2	8.2	-9%	-7%	2.3	-0.18	0.88	-1.2
Cc1nonc1OCCNCCNc1ccccc1[N+](=O)[O-]	i	i	0	i	56	5	12	0.4	1059	2.1	3.5	3.8	3%	14%	0.79	-0.29	0.32	-0.29
CC(=O)Nc1ccc(NC(=O)CCC(=O)OCC(=O)c2cccc([N+](=O)[O-])c2)cc1	i	i	17	i	24	-8	-4	0.2	1079	2.2	1.7	6.2	-1%	-6%	-0.16	-0.2	0.011	0.32
Cc1ccc(-n2nc(C(=O)c3ccccc3)n3c(=O)cc(-c4ccccc4)nc23)cc1	i	i	10	i	12	4	30	-2.7	1391	3.8	2.6	7.6	2%	77%	0.28	-0.12	0.85	-0.47
O=C(CSc1nnc(NC(=O)CN2CCOCC2)s1)Nc1ccccc1	i	i	50	i	44	22	13	2.6	1349	2.0	1.6	8.6	10%	27%	-0.48	-0.2	-0.063	0.42
CCc1ccc(C(=O)c2ccccc2C(=O)O)s1	i	i	1	i	30	28	-6	-1.0	1386	1.8	1.7	3.3	-3%	-48%	0.52	-0.25	-0.7	1.3
COc1cccc(OCC(=O)NN=C2c3ccccc3-c3ccccc32)c1	i	i	15	i	8	20	6	·	·	3.0	1.7	6.6	2%	10%	-0.61	-0.18	-0.81	1.3
CN(C)S(=O)(=O)c1cccc(NS(=O)(=O)c2ccc(Cl)s2)c1	i	i	9	i	7	8	-14	-0.6	976	1.9	2.2	4.5	0%	2%	-0.21	-0.15	-0.5	0.29
C#CCSc1ncc(-c2ccccc2)cn1	i	i	-1	i	39	8	-11	-2.8	1116	3.4	3.1	2.8	-7%	2%	-0.41	-0.36	-0.16	1.2
CNC(=S)NNC(=O)c1sccc1OCc1cccc(C(F)(F)F)c1	i	i	17	i	26	-2	7	-1.3	1417	2.7	2.3	8.5	5%	4%	-0.23	-0.2	0.35	-0.061
CCCC(=O)N1CCN(c2ccc(NC(=O)c3ccc(OCC)c([N+](=O)[O-])c3)cc2)CC1	·	i	-1	i	50	51	11	·	·	1.8	2.4	6.3	-7%	2%	0.77	-0.2	0.17	-0.95
O=c1cc(CSc2nnc(COc3ccccc3)n2-c2ccccc2)c2ccccc2[nH]1	i	i	-4	i	30	7	-8	-1.4	487	6.2	2.1	0.3	8%	30%	3.3	-0.23	1.4	-1.6
CC(C)OP(=O)(OC(C)C)/C(C=O)=N\Nc1ccc([N+](=O)[O-])cc1	i	·	·	i	42	·	·	0.4	1316	·	·	·	10%	19%	-1.6	-0.21	-0.48	0.96
Cn1cccc1Cc1nnc(SCC(=O)Nc2ccc3c(c2)OCCO3)n1-c1ccc(F)cc1	i	i	11	i	47	-13	-3	5.0	964	4.8	1.7	8.4	4%	25%	-0.13	-0.2	0.19	0.27

Three compounds out of the list above, sorted by the value under Dynein transport, low to high.
| compound | T cell HTS | T cell HTS vesicle-bound % | WT yeast gro inh mutant strain | MT stabilize HCS Hoechst-high % | M1AAP inhibition | P. falciparum M17LAP | Dynein transport | Dynein transport cytoplasmic EGFP | Dynein transport nuclear GR-EGFP | Dynein transport cell count |
| --- | --- | --- | --- | --- | --- | --- | --- | --- | --- | --- |
| O=C(NC1CCCCCC1)C1CCN(S(=O)(=O)c2cnc[nH]2)CC1 | i | 58 | 5 | 3.5 | 3% | 1% | -1.2 | -0.24 | -0.51 | 0.94 |
| O=C(CSc1nnc(NC(=O)CN2CCOCC2)s1)Nc1ccccc1 | i | 44 | 13 | 1.6 | 10% | 27% | -0.48 | -0.2 | -0.063 | 0.42 |
| COc1cccc(CCC(=O)O)c1OC | i | 8 | 20 | 1.9 | 3% | 2% | -0.079 | -0.21 | 0.15 | 0.21 |
